# Bioassay records as filed in PubChem BioAssay.
# LMP1 NFkB inh = Epstein-Barr LMP1 NF-kappaB reporter inhibition. LMP1-induced NF-kappaB luciferase reporter cells, luminescence. inhibition, % at 12.5 µM. 350,000 tested, 0.69% active; in the data active = inhibition above about 41%;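 also: 0% = neutral control wells and 100% = reference inhibitor control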
# CF NFkB block = inhibitors of cystic fibrosis induced NF-kB; KKLEB NF-kB-GFP reporter, PAF-induced, GFP fluorescence overnight; inhibition, % at 5 µM; 360,000 tested, 0.86% active;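 active = at least 50% inhibition at 5 µM, scaled per plate between neutral and stimulator controls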;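 also: PAF is a Pseudomonas aeruginosa culture filtrate used as stimulus; plate controls were PAF-stimulated DMSO wells for no effect and unstimulated DMSO wells for full effect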
# NR2E3 ag-1 = human photoreceptor-specific nuclear receptor agonism. 360,000 tested, 0.35% active. AID 602229. inhibition of corepressor binding, % at 3.98 µM. Q9Y5X4. CHO-S Gal4-NCOR/VP16-NR2E3 two-hybrid, luciferase;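 active = inhibition above the mean of all tested compounds plus 3 SD, cut at about 70% in these data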;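 also: 0% = DMSO with NR2E3 transfected cells and 100% = cells lacking NR2E3 construct; higher means lower luciferase signal from less NR2E3 corepressor binding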
# Target sequence (Q9Y5X4 whole entry, looked up, the tested form may be a part): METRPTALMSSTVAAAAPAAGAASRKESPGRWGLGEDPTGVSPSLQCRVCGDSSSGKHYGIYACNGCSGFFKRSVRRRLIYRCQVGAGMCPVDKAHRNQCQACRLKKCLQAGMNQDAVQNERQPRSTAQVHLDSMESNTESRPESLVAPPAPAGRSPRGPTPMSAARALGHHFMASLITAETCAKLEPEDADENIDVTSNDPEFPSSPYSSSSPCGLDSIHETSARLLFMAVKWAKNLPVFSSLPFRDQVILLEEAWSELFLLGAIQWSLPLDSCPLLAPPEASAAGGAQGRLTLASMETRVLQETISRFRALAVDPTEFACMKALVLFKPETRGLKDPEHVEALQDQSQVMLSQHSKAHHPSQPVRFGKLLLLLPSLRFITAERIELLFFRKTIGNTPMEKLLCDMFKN
# Peg3 prom inh = reduces Peg3 promoter-driven luciferase expression in HeLa | HeLa PEG-Prom luciferase reporter, luminescence, overnight | inhibition, % at 20 µM | 360,000 tested, 1.7% active;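 active = inhibition of at least 50% at 20 µM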
# TRAIL sens C8 = sensitizes caspase-8 expressing cells to TRAIL; AID 624354; 360,000 tested, 1% active; inhibition (viability loss, TRAIL sensitization), % at 10 µM; NB7+C8 cells + TRAIL, ATPlite viability luminescence;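 active = compounds causing at least 50% loss of cell viability in the single-dose screen, relative to plate controls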
# TRPM1 prom inh = inhibitors of MITF-driven TRPM1 promoter in melanoma cells | SK-MEL-5 TRPM1 promoter luciferase, 24 h | inhibition, % at 12.5 µM | 330,000 tested, 0.83% active;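 active = mean inhibition across replicates of 60% or more, whatever share of single replicates reaches that level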; also: values of inactives mirror those of a sister screen read the other way
# NR2E3 ag-2 = agonists of human nuclear receptor NR2E3; inhibition of corepressor binding, % at 4.78 µM; GST-NR2E3/biotin-RetCOR TR-FRET, 1536-well; Q9Y5X4; 320,000 tested, 0.12% active; AID 2300;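 active = percent inhibition above the cutoff of mean plus 3 SD of all tested compounds, set per screening campaign, cut at about 20% in these data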;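 also: 0% = DMSO wells and 100% = biotin wells as full block of FRET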
#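 System: GST-tagged NR2E3 plus biotinylated RetCOR corepressor; Buffer or medium: pH 7.5 Tris-based buffer; Probe or stimulus: RetCOR corepressor, biotinylated, 7 nM; Doses: compound at 4.8 µM, single dose; Schedule: 5 h incubation at 4 °C; Technique: time-resolved FRET; Evaluation: percent inhibition of TR-FRET ratio; Replication: one well per compound, singlicate testing.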
# Shn3 3UTR inh = reduces Shn3 3'UTR luciferase signal in osteoblasts; Clone20 osteoblast Shn3 3'UTR firefly luciferase, 24 h; inhibition, % at 12.5 µM; 360,000 tested, 0.52% active; AID 588674;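 active = mean inhibition of at least 75% with every replicate also reaching 75%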;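 also: 0% = median of neutral control wells and 100% = pilot-screen positive control compound; some compounds past the cut are filed as inactive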
# KKLEB cytotox = CF airway cell cytotoxicity counter-screen; KKLEB CF airway cells viability, ATPlite luminescence, overnight; hits give low values; cells stimulated with P. aeruginosa culture filtrate; activity change (cytotoxicity), % at 5 µM; 360,000 tested, 0.36% active;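 active = corrected activity change at or below -50% at 5 µM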
# iPSC survival up = increases survival of single human iPS cells | survival enhancement, % at 20 µM | hiPSC single-cell survival, ATPlite luminescence; 100% = ROCK inhibitor wells, 0% = DMSO | 360,000 tested, 0.044% active; in the data active = survival enhancement above about 18%;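 also: cells exposed to compounds for 16 hours before the ATP read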
# HIF-2a block = HIF-2a inhibition. 786-0 RCC cells HIF-2a reporter, luciferase luminescence, overnight. inhibition, % at 18.8 µM. 360,000 tested, 0.72% active. AID 624352;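 active = inhibition of the luminescence signal of 40% or more relative to plate controls, in a single-dose primary screen at 18.75 µM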
# An asterisk follows results filed as active; . = no result given. A portion of the library; rates above refer to the full screens.
SMILES,LMP1 NFkB inh,CF NFkB block,NR2E3 ag-1,Peg3 prom inh,TRAIL sens C8,TRPM1 prom inh,NR2E3 ag-2,Shn3 3UTR inh,KKLEB cytotox,iPSC survival up,HIF-2a block
CCC1(c2ccc(F)cc2)NC(=O)N(CC(=O)Nc2ccc(-c3nc4ccc(C)cc4s3)cc2)C1=O (configuration not stated),-57.7,-8.9,-131.7,-7.6,33.5,-8.4,-1.8,-7.0,6.8,-2.1,-163.9
Cc1ccc(N2CC(C(=O)N3CCN(C(=O)c4ccco4)CC3)CC2=O)cc1 (configuration not stated),-4.5,-1.0,19.5,10.2,-18.0,-0.9,2.6,-16.3,-7.8,0.2,1.3
CC1CCCCC1NC(=O)CN1CCN(Cc2ccccc2Cl)C1=O (configuration not stated),-2.0,-5.3,-17.9,24.6,-4.4,0.2,-3.2,2.5,1.7,-1.0,8.7
Cn1c(CCNC(=O)c2ccco2)nc2cc(NC(=O)c3ccco3)ccc21,-9.3,0.9,-27.9,-136.8,-1.1,-31.3,0.1,-20.9,7.7,-1.3,-119.9
CCOc1ccccc1NC(=O)CN(c1ccc(C)cc1)S(=O)(=O)c1c(C)noc1C,-1.9,22.5,-19.9,34.9,3.6,-0.1,4.3,28.8,-8.6,-0.2,21.5
CC(=O)C[C@@H](O)CC(=O)[C@@H]1OC(=O)CCCCC/C=C/Cc2ccccc21,-4.8,-5.7,-46.3,-1.1,-3.8,5.8,.,-4.1,-17.1,-1.8,18.3
Cc1ccc(NC(=O)c2c(Cl)n(C)c3ccccc23)cc1,-51.0,-1.1,-121.7,-191.3,34.5,-3.4,3.3,-14.0,-11.5,-0.3,-177.6
c1ccc2c(c1)ncn2Cc1nnc2sc(-c3ccncc3)nn12,1.9,11.9,2.1,0.5,-13.8,6.0,1.2,12.9,4.3,-1.4,2.2
C=C[C@]12CC[C@H](OC(C)=O)CC1=CCC1C2CC[C@@]2(C)C1CCC21OCCO1 (some centres not stated),-2.0,-4.1,-4.4,-17.5,-10.8,1.7,.,-8.0,-7.4,-0.9,10.9
Cc1ccc(/C=C/C(=O)Nc2ccc(S(=O)(=O)Nc3ncccn3)cc2)cc1,-6.1,-13.2,11.9,-24.1,9.2,-19.9,-2.9,-1.1,1.9,-1.3,-5.7

# Whole records, looked up by structure. Order of values: LMP1 NFkB inh	CF NFkB block	NR2E3 ag-1	Peg3 prom inh	TRAIL sens C8	TRPM1 prom inh	NR2E3 ag-2	Shn3 3UTR inh	KKLEB cytotox	iPSC survival up	HIF-2a block
# C=C[C@]12CC[C@H](OC(C)=O)CC1=CCC1C2CC[C@@]2(C)C1CCC21OCCO1 (some centres not stated) across the screens: -2.0	-4.1	-4.4	-17.5	-10.8	1.7	.	-8.0	-7.4	-0.9	10.9
# Cc1ccc(N2CC(C(=O)N3CCN(C(=O)c4ccco4)CC3)CC2=O)cc1 (configuration not stated) across the screens: -4.5	-1.0	19.5	10.2	-18.0	-0.9	2.6	-16.3	-7.8	0.2	1.3
# CC(=O)C[C@@H](O)CC(=O)[C@@H]1OC(=O)CCCCC/C=C/Cc2ccccc21 across the screens: -4.8	-5.7	-46.3	-1.1	-3.8	5.8	.	-4.1	-17.1	-1.8	18.3

# Carrying on:
SMILES,LMP1 NFkB inh,CF NFkB block,NR2E3 ag-1,Peg3 prom inh,TRAIL sens C8,TRPM1 prom inh,NR2E3 ag-2,Shn3 3UTR inh,KKLEB cytotox,iPSC survival up,HIF-2a block
Cc1cc(C)nc(NC(=O)Nc2ccc3c(c2)OCO3)c1,-19.0,6.8,-91.2,-199.2,43.5,-40.5,7.1,-42.3,-17.7,-2.9,-208.3
COC(=O)C(NC(=O)c1ccccc1)(Nc1cc(C)cc(C)n1)C(F)(F)F (configuration not stated),-1.2,16.1,0.7,-4.4,-0.3,-7.4,0.4,-22.8,-3.7,0.7,7.8
O=C1c2ccccc2-c2cccc(NS(=O)(=O)c3ccc(C(F)(F)F)cc3)c21,5.5,10.7,12.3,11.8,-23.2,7.6,-5.1,-7.1,9.3,0.1,1.9
COc1ccc(CCNC(=O)c2sc3nc4n(c(=O)c3c2C)CCC4)cc1,4.9,18.3,-11.0,-6.2,6.2,-30.9,-1.8,6.9,-13.0,-0.3,12.9
NC(c1csc(NC(=O)Nc2ccccc2)n1)C1CCCCC1 (configuration not stated),.,19.8,-40.9,47.9,-1.2,.,.,-20.0,-3.5,-2.6,-10.9
Nc1scc[n+]1Cc1cccc2cccnc12,-6.9,-38.2,14.0,5.8,12.9,8.0,0.7,-1.1,-3.8,-0.5,19.3
CC(=O)Nc1ccc(NC(=O)CSc2nnc(-c3cc(C)[nH]n3)n2N)cc1,-2.3,6.8,-12.5,-1.3,-16.1,-5.7,0.3,-14.6,4.9,-0.4,6.8
COc1cc(CN(C2CCCCC2)S(=O)(=O)c2ccc(S(=O)(=O)N(C)C3CCCCC3)cc2)cc(OC)c1OC,7.7,-1.7,-2.0,10.3,-7.8,3.2,-0.6,4.3,-16.1,0.5,20.8
COc1cccc(C(=O)NNC2OC(CO)C(O)C2O)c1 (configuration not stated),1.2,3.9,-54.5,16.9,4.1,0.0,0.8,-6.6,0.9,2.2,-18.1
O=C(N/N=C/c1ccc(Br)s1)c1cccnc1,-0.3,-10.1,4.8,-7.0,4.9,-7.6,7.0,-6.6,7.0,-0.9,-4.7
CCN(CC)S(=O)(=O)c1ccc(N2CCc3ccccc3C2)nc1,-9.0,25.3,-52.0,-77.1,23.1,-33.5,1.7,-12.5,-5.2,-0.6,-78.9
Cc1ccc(CN2CCC(CNC(=O)Nc3ccccc3F)CC2)cc1,0.9,1.2,15.3,6.8,19.2,1.2,-1.1,17.8,3.6,-0.4,22.3
Cc1ccc(Cn2c(CN3CC(C)OC(C)C3)nc3c2c(=O)[nH]c(=O)n3C)cc1 (configuration not stated),-4.1,-11.1,-8.7,-5.7,2.5,3.8,-1.0,-7.3,-0.1,-1.5,5.6
CC(=O)N1CCCN(Cc2cn(-c3cc(C)ccc3C)nc2-c2ccccc2)CC1,-2.6,-28.2,4.5,13.0,0.4,16.9,-0.9,19.1,-7.2,-0.7,7.1
O=C(CCS(=O)(=O)c1ccc(Br)cc1)Nc1ccccn1,-11.2,1.3,-30.3,-5.7,-1.1,1.2,0.5,-7.6,8.5,-1.1,9.3
C/C(=N\NC(=O)CSc1nc2ccccc2o1)c1cccc(O)c1,-1.1,4.8,-8.8,-90.8,10.8,-6.8,2.5,3.1,1.5,-0.7,-32.2
O=C(Nc1ccc(O)c(-c2nc3ccccc3s2)c1)C1=COCCO1,-14.7,-38.2,-40.6,-56.2,2.4,-7.5,-3.8,-9.1,17.3,-1.6,-59.7
O=C(COc1ccccc1)NCC(=O)N1CCCCCC1,2.0,-0.8,-49.0,-8.6,-2.6,2.0,1.7,-12.4,10.2,4.0,-10.1
CCOC(=O)c1c(C)[nH]c(C)c1S(=O)(=O)N1CCN(C(=O)c2ccco2)CC1,-11.8,2.9,-31.6,5.3,-16.0,-3.8,0.0,7.4,-2.4,0.4,-2.8
Cc1nn(-c2ccccc2)c(Cl)c1/C=C1\SC(=S)N(C)C1=O,-11.7,2.9,7.6,-39.9,25.0,-10.3,1.0,-4.2,2.2,-0.1,-73.3
COc1cc(NC(=O)COc2ccc(C)c(C)c2)ccc1NC(=O)c1ccco1,1.7,-0.2,-30.3,-25.8,-12.6,-0.5,2.5,-50.8,14.7,-0.1,-16.6
CS(=O)(=O)c1nc(-c2ccccc2)c(-c2ccccc2)[nH]1,7.7,16.6,-14.5,0.7,-4.8,-4.4,0.1,-3.1,-14.8,-1.3,0.5
O=C(Nc1ccc(N2CCCC(O)C2)cc1)c1snc2c(=O)[nH]cnc12 (configuration not stated),0.7,-28.1,-21.1,-97.0,48.5,-18.6,1.3,-18.0,20.6,-3.5,-73.9
O=C1c2ccccc2C(=O)N1CN(C(=O)c1ccccc1)c1ccc(O)cc1,-3.7,-13.6,-0.4,18.3,-2.3,13.8,1.2,-20.3,6.2,-2.8,14.8
Cc1ccc(NS(=O)(=O)c2cccc(C(=O)NCCc3c[nH]c4ccccc34)c2)c(C)c1,-7.2,-4.3,2.1,34.5,-2.2,14.0,0.3,39.2,-7.4,-0.2,18.8
CC1CCCC(C)N1CCNC(=O)CCn1nc(-c2ccccc2)ccc1=O (configuration not stated),-6.5,-0.3,3.1,-7.4,3.6,-6.3,-2.3,-18.0,-1.5,-1.6,12.7
CN(CC(=O)Nc1cccc(F)c1)CC(=O)N(C)CC(=O)Nc1ccccc1Br,73.0*,-10.8,-25.4,17.9,-28.0,10.4,4.1,-21.0,-1.6,-0.6,1.0
O=C(Cc1n[nH]c(=O)[nH]c1=O)N/N=C/c1cccc(O)c1,-15.8,9.8,-5.5,6.2,-9.1,4.4,-1.5,-20.4,-12.8,-0.8,18.7
O=C(N/N=C/c1cccnc1)c1cccc(NC(=O)c2ccccc2Cl)c1,-0.8,-5.6,-23.0,-19.9,-17.7,1.3,-1.6,9.0,2.9,0.2,-15.1
COc1ccc(S(=O)(=O)N2CCOC2CNC(=O)C(=O)NCCCN(C)C)cc1C (configuration not stated),-1.6,5.8,5.8,11.6,1.7,1.7,-2.7,12.2,-19.1,-0.3,17.0
COc1ccc2[nH]c3c(c2c1)CCN1C(=O)C(CC(=O)NCc2ccco2)C[C@H](C(=O)N2CCCCC2)[C@@]31CCc1ccccc1 (some centres not stated),4.8,25.2,-26.3,19.2,-15.5,7.6,.,-76.6,-9.5,-2.6,10.7
Cc1ccc2cc(COC(=O)C3CCCO3)c(=O)[nH]c2c1 (configuration not stated),-4.8,7.0,-9.1,-12.3,6.6,7.2,0.1,5.8,-8.1,3.6,9.9
Cc1ccc(C2(c3noc(CN(C)Cc4ccccn4)n3)CCCC2)cc1,-0.2,-1.4,-5.3,23.5,2.2,3.4,1.0,-3.3,-0.9,-0.7,4.4
Cc1ccc2oc(C(=O)NCC3CCOCC3)c(C)c2c1,-13.8,6.1,-57.4,-65.0,13.4,-23.7,3.4,-29.6,5.4,0.5,-96.6
O=c1c2[nH]c3ccccc3c2nc2n1CCCS2,-25.3,0.5,-26.5,-55.0,18.1,1.6,5.2,-13.6,-4.7,-0.6,-92.2
CCCCn1c(C)nc2cc(S(=O)(=O)N3CCOCC3)ccc21,-5.4,24.4,6.5,1.2,-1.8,3.9,-2.3,-10.0,-10.5,-0.1,11.1
COc1cc(C(C(=O)NC2CCCCC2)N(Cc2cccs2)C(=O)Cc2c[nH]c3ccccc23)cc(OC)c1OC (configuration not stated),12.4,-2.3,4.8,15.2,3.9,17.1,-0.8,11.5,18.8,-3.0,8.4
COC(=O)Nc1nc2c(s1)CCCC2,-11.4,10.2,-30.0,-98.2,-1.7,-52.7,-0.1,-31.8,5.3,0.8,-86.8

# LMP1 NFkB inh: hit marks shown above.
structure | LMP1 NFkB inh | CF NFkB block | NR2E3 ag-1 | Peg3 prom inh | TRPM1 prom inh | NR2E3 ag-2 | Shn3 3UTR inh | HIF-2a block
CN(CC(=O)Nc1cccc(F)c1)CC(=O)N(C)CC(=O)Nc1ccccc1Br | 73.0* | -10.8 | -25.4 | 17.9 | 10.4 | 4.1 | -21.0 | 1.0
